Assay outcomes: PubChem, National Center for Advancing Translational Sciences (NCATS)
FEN1 inhibitor: qHTS Assay for the Inhibitors of Human Flap endonuclease 1 (FEN1) | Recombinant FEN1 flap cleavage, fluorescence, 15 min | Potency, µM (top dose mostly 114 µM), for inactives: at the highest dose activity change, negative = inhibition, actives largely listed as inhibitors | 0.35% of 390,000 active; also: nearly all actives have a fitted effect of over 65% in size
Target sequence (P39748 whole entry, looked up): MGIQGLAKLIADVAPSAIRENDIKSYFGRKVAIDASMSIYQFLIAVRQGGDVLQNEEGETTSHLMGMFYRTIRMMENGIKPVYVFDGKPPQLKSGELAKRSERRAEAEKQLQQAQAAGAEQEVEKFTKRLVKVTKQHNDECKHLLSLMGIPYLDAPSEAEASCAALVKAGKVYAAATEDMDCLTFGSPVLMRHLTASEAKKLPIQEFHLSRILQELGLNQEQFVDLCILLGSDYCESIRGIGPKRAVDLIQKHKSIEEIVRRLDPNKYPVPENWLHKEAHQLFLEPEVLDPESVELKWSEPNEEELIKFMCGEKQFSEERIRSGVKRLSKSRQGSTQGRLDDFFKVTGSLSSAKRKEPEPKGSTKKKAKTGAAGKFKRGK
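Steps: FEN1 (10 nM) dispensed; compound added by pin tool; 15 min at room temperature; substrate added to 50 nM final; reads at 0 min and 15 min; data normalized and fitted (four-parameter Hill).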
N370S GC mod: qHTS Assay for Inhibitors and Activators of N370S glucocerebrosidase as a Potential Chaperone Treatment of Gaucher Disease; Lysosomal acid glucosylceramidase (Homo sapiens), P04062; N370S GC spleen homogenate, 4MU-glucoside fluorescence; Potency, µM (highest dose often 59.4 µM), for the others: at the highest dose activity change, negative = inhibition, actives largely listed as inhibitors; 0.092% of 330,000 active; AID 2101, 2009;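 also: 0% = full enzyme activity and -100% = no enzyme basal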
TDP1 block: qHTS Assay for Inhibitors of Tyrosyl-DNA Phosphodiesterase (TDP1). Tyrosyl-DNA phosphodiesterase 1 (Homo sapiens), Q9NUW8. recombinant TDP1, AlphaScreen DNA substrate cleavage. Potency, µM (series often up to 130 µM), inactives show at the top dose activity change, negative = inhibition, hits mostly inhibitors. 0.28% of 350,000 active; also: nearly all actives have a fitted effect of over 40% in size
Target sequence (Q9NUW8 whole entry, looked up): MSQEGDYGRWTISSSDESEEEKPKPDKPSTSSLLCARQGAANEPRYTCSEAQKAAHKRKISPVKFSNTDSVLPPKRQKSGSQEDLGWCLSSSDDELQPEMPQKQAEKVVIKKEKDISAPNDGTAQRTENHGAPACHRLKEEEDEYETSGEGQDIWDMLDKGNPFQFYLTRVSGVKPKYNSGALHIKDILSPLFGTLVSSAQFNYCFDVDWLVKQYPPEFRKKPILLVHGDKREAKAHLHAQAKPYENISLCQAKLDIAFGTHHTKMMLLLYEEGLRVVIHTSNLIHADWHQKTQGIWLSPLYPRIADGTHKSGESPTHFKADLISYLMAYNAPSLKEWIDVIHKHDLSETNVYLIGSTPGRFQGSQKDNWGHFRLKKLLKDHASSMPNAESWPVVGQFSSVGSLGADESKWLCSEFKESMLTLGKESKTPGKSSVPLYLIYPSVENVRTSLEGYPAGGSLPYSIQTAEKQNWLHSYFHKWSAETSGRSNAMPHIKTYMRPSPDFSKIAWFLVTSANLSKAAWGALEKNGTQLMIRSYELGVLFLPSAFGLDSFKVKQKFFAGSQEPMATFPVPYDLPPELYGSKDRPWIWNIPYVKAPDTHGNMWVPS
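Here, a 5' biotin and 3' phosphotyrosine-FITC DNA oligonucleotide reports Tdp1 activity: intact substrate bridges AlphaScreen beads, while cleavage leaves a 3' phosphate and drops signal. All incubations at room temperature.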
Starred values were filed as active, the others as inactive; ? = inconclusive; · = no result given; & = joins results of further samples; [ ] = remark or other dose. Calls follow the shape of the dose curve; as a rule, active = well fitted curve in the direction sought with a large enough effect; inconclusive = small, poorly fitted or top-dose-only effect, or another doubt; inactive = no such curve, though single readings can be large; an effect the other way counts as inactive or inconclusive. Unless noted, % is scaled to controls: 0 for no effect and ±100 for the full control effect; potency is read from the fitted curve at half-maximal effect.

Structure | FEN1 inhibitor | N370S GC mod | TDP1 block
CCc1ccc(CNC(=O)c2cc3cc4ccc(OC)cc4nc3o2)cc1 | -4% | · | -5%
COc1ccc(C(=O)NC(=S)Nc2ccc3c(c2)Cc2ccccc2-3)cc1 | 4% | 3% | -5%
Cc1cc(NS(=O)(=O)c2ccc(NC(=O)COc3ccc(C#N)cc3)cc2)nc(C)n1 | -5% | · | -2%
Cc1ccc(Cl)cc1N1CCN(C(=O)Cn2cnc3onc(-c4ccc(F)cc4)c3c2=O)CC1 | 7% | · | 1%
COc1ccc(OC)c(NCc2nnc(-c3ccccc3)o2)c1 | 14% | -14% | ·
Cc1ccc(CCNC(=O)c2cnc3c(C)cccn3c2=O)cc1 | -7% | · | 6%
O=C(NC1CCCCC1)C(c1ccncc1)N(C(=O)c1csnn1)c1ccccc1 (stereo not given) | -7% | 3% | -4%
O=C(NNC(=O)c1cc2cc(OC(F)(F)F)ccc2[nH]1)c1cccc(C(F)(F)F)c1 | 1% | -4% | 5%
CCCn1c(NCc2cccc(OC)c2O)nc2ccccc21 | -16% | -1% | 1%[56.1 µM]
O=C(NC(Cc1c[nH]c2ccccc12)C(=O)O)/C(=C/c1ccc2c(c1)OCO2)NC(=O)c1ccccc1 (stereo not given) | -1% | -3% | 0%
COc1cccc(CN2CCCN(CC(=O)Nc3ccc4c(c3)OCCO4)S2(=O)=O)c1 | 7% | · | 1%
O=C(Oc1cccc2ccccc12)C1CC1 | -14% | 6% | -5%
CCN(CC)C(=O)C(Cc1ccccc1)N1C(=O)c2ccccc2C1=O (stereo not given) | -1% | · | 0%
COc1cc2c(C(=O)O)c(C)n(CC(C)C)c2c2ccccc12 | -9% | -17% | 4%
COCCNC(=O)CSc1nccn1Cc1ccc2c(c1)OCO2 | -8% | 0% | 5%
O=C(CCCN1C(=O)/C(=C/c2ccccc2)SC1=S)Nc1ccc(O)cc1 | -2% | -23% | 5%
NC(=O)c1ccc(NS(=O)(=O)c2ccc(Br)s2)cc1 | 8% | · | 0%
COc1cccc(NC(=O)CN(c2cccc(F)c2)S(C)(=O)=O)c1 | -10% | -13% | -2%
Cc1c(O)ccc(C(=O)CN2C(=O)c3ccccc3C2=O)c1O | 3% | -6% | 2%
CCN(C(=O)c1nn(-c2ccc(OC)c(Cl)c2)c(=O)c2c1c1ccccc1n2C)c1cc(OC)ccc1OC | 12% | · | 7%
NC(=O)COC(=O)c1cc([N+](=O)[O-])ccc1NCCO | -5% | -20% | 5%
NNC(=O)CNC(=O)c1cccc(Br)c1 | -3% | 3% | 6%
CCCCC(CC)CNC(=O)c1ccc2c(=O)n(Cc3ccc(OC)cc3)c(=O)[nH]c2c1 (stereo not given) | 2% | · | 6%
CC1=C(C(=O)OCc2ccccc2)C(c2ccccc2OC(F)F)NC(=O)N1 (stereo not given) | -10% | 0% | 6%
O=C(COC(=O)c1cc2ccccc2cc1O)NC(=O)NCc1ccco1 | 2% | -7% | 0%
O=C(NCc1ccccc1Cl)c1ccc2c(c1)OCO2 | -2% | 1% | 4%
COc1cccc(NC(=O)CCc2nc(-c3ccccc3F)no2)c1 | -6% | 20% | -3%
CCCc1ccc(S(=O)(=O)Nc2ccc(C)c(NS(C)(=O)=O)c2)cc1 | -3% | -5% | ·
CCN1C(=O)[C@@H]2[C@@H](c3ccc(-c4ccc(Cl)c(Cl)c4)c(OC)c3)N3CCC[C@@]3(C(=O)OC)[C@@H]2C1=O | -21% | -4% | 7%
NC(=O)Cn1c(O)c(N=NC(=O)CNC(=O)/C=C/c2ccccc2)c2ccccc21 | 15% | -3% | -11%
O=C(OCC(=O)c1ccc[nH]1)c1ccc([N+](=O)[O-])cc1 | -6% | · | 2%
O=C(O)CCCC(=O)Nc1ccccc1C(=O)N1CCCC1 | -1% | 1% | -4%
Fc1ccc(-c2oncc2-c2nnnn2-c2ccccc2)cc1F | 1% | 8% | 2%
COc1cc(S(=O)(=O)N(Cc2cccnc2)Cc2cccc(OC)c2OC)ccc1-n1cnnn1 | -4% | -13% | 2%
CN(CC(=O)Nc1ccccc1Cl)C(=O)c1ccccc1SCC(=O)N1CCCC1 | -7% | 0% | -1%
Nc1ccc(-c2nnc(-c3ccc(-c4ccccc4)cc3)o2)cc1 | 6% | ? | -6%
Cc1cc(NC(=O)Nc2ccc(N(C)C)cc2)c2cc(F)cc(F)c2n1 | · | 2%&-5% | 24%
COc1ccc(S(=O)(=O)N(C)CC(=O)Nc2ccc3c(c2)OCCO3)cc1 | -6% | -5% | ·
O=C(COC(=O)c1cccnc1Nc1ccccc1F)NC1CC1 | 1% | 5% | 3%
CC(=O)/C=C1\SC(CC(=O)O)C(=O)N1c1ccccc1 (stereo not given) | -10% | 4% | -1%
CCCNC(=O)Cn1cnc2sc(C(=O)Nc3cc(OC)c(OC)c(OC)c3)c(C)c2c1=O | -9% | 3% | 5%
CC(C)c1ccc(NC(=O)c2ccc(F)c(S(=O)(=O)N3CCCCCC3)c2)cc1 | -2% | · | 0%
CCC(C)NC(=O)CCn1c(-c2ccccc2)cc(C(C)=O)c1C (stereo not given) | -2% | 19% | -1%
O=C(Nc1ccc(CN2CCOCC2)cc1)c1ccc(-c2cccc(Cl)c2)o1 | 9% | 9% | -8%
O=C1N[C@H](Cc2ccccc2)COC(=O)[C@@H](Cc2ccc(F)cc2)C/C=C\C[C@H]1CC(=O)N(CCO)Cc1ccccc1 | 6% | · | 0%
Cc1ccc(C(=O)Nc2ccc3c(c2)n(C)c(=O)c(=O)n3C)cc1 | -7% | · | 8%
CC1=NN(c2ccccc2)C(=O)C1C(=O)c1ccc([N+](=O)[O-])cc1 (stereo not given) | 3% | -1% | 1%
C=CCN1C(=O)/C(=C\c2ccco2)C(C(=O)OC)=C1C | -7% | 3% | -2%
COc1ccc(CN2CCC(N3CC(C)OC(C)C3)CC2)c(OC)c1OC (stereo not given) | 0% | -1% | ·
Cc1ccccc1NC(=S)NN1CCN(C)CC1 | 4% | 4% | -2%
Cc1ccc(CSc2ccc(-c3ccc4c(c3)OCO4)nn2)cc1 | 6% | 3% | 0%
CSCc1cc(N2CCCC2)nc(-c2ccccc2)n1 | 5% | -3% | 6%
Cc1ccc(-c2c(NC(=O)c3ccco3)oc3ccccc3c2=O)cc1 | 14% | 1% | 1%
C[C@H](NC(=O)COc1ccc(Cl)cc1)C(=O)N1CCC2(CC1)NCCc1[nH]cnc12 | 19% | -4% | 2%
O=C(Nc1cccc(F)c1)[C@@H]1CCCN1 | -9% | -3% | ·
CN=C(NC)SC1CC(=O)N(c2ccccc2)C1=O (stereo not given) | 10% | 0% | 2%
Cc1occc1C(=O)NNC(=O)c1ccccc1C(=O)O | 12% | 2% | 4%
Cc1cc2ccccn2c1C(=O)c1ccc(Cl)c([N+](=O)[O-])c1 | -3% | 9% | 5%
CCCOc1ccc(-c2nc[nH]c2[N+](=O)[O-])cc1 | 4% | -20% | 5%
O=C(CN1C(=O)NC2(CCCC2)C1=O)Nc1ccc(F)c(Cl)c1 | 0% | -19% | ·

17 structures from above, ordered by molecular weight, high to low:
Structure | FEN1 inhibitor | N370S GC mod | TDP1 block
O=C1N[C@H](Cc2ccccc2)COC(=O)[C@@H](Cc2ccc(F)cc2)C/C=C\C[C@H]1CC(=O)N(CCO)Cc1ccccc1 | 6% | · | 0%
CCCNC(=O)Cn1cnc2sc(C(=O)Nc3cc(OC)c(OC)c(OC)c3)c(C)c2c1=O | -9% | 3% | 5%
C[C@H](NC(=O)COc1ccc(Cl)cc1)C(=O)N1CCC2(CC1)NCCc1[nH]cnc12 | 19% | -4% | 2%
O=C(Nc1ccc(CN2CCOCC2)cc1)c1ccc(-c2cccc(Cl)c2)o1 | 9% | 9% | -8%
COc1ccc(CN2CCC(N3CC(C)OC(C)C3)CC2)c(OC)c1OC (stereo not given) | 0% | -1% | ·
O=C(CN1C(=O)NC2(CCCC2)C1=O)Nc1ccc(F)c(Cl)c1 | 0% | -19% | ·
Cc1ccc(CSc2ccc(-c3ccc4c(c3)OCO4)nn2)cc1 | 6% | 3% | 0%
CCC(C)NC(=O)CCn1c(-c2ccccc2)cc(C(C)=O)c1C (stereo not given) | -2% | 19% | -1%
Cc1ccc(C(=O)Nc2ccc3c(c2)n(C)c(=O)c(=O)n3C)cc1 | -7% | · | 8%
Cc1cc2ccccn2c1C(=O)c1ccc(Cl)c([N+](=O)[O-])c1 | -3% | 9% | 5%
Cc1occc1C(=O)NNC(=O)c1ccccc1C(=O)O | 12% | 2% | 4%
CSCc1cc(N2CCCC2)nc(-c2ccccc2)n1 | 5% | -3% | 6%
CN=C(NC)SC1CC(=O)N(c2ccccc2)C1=O (stereo not given) | 10% | 0% | 2%
C=CCN1C(=O)/C(=C\c2ccco2)C(C(=O)OC)=C1C | -7% | 3% | -2%
Cc1ccccc1NC(=S)NN1CCN(C)CC1 | 4% | 4% | -2%
CCCOc1ccc(-c2nc[nH]c2[N+](=O)[O-])cc1 | 4% | -20% | 5%
O=C(Nc1cccc(F)c1)[C@@H]1CCCN1 | -9% | -3% | ·

Some of these compounds in order of their number in TDP1 block, descending.
compound | N370S GC mod | TDP1 block
Cc1ccc(C(=O)Nc2ccc3c(c2)n(C)c(=O)c(=O)n3C)cc1 | · | 8%
CC(C)c1ccc(NC(=O)c2ccc(F)c(S(=O)(=O)N3CCCCCC3)c2)cc1 | · | 0%
C=CCN1C(=O)/C(=C\c2ccco2)C(C(=O)OC)=C1C | 3% | -2%

(cont.)
Structure | FEN1 inhibitor | N370S GC mod | TDP1 block
Cc1ccc(-n2c(C)c3c(C)nnc(C)c3c2C)cc1N | -4% | 11% | 5%
COc1ccccc1N1CC(C(=O)NCCN2C(=O)S/C(=C\c3cccnc3)C2=O)CC1=O (stereo not given) | -1% | · | 4%
Cc1ccc(CSc2nc3cccnc3n2Cc2ccc(C(=O)NCc3ccco3)cc2)cc1 | -18% | · | 10%
CCC(C)(C)NC(=O)CN(C(=O)CCC(=O)Nc1nccs1)c1ccc(C)cc1 | 18% | -11% | 3%
COc1ccc(S(=O)(=O)N(C)CC(=O)N2CCCC2)cc1Cl | -15% | 9% | 5%
COc1ccc(C(C)=O)cc1COC(=O)Cn1cnc2ccccc2c1=O | -12% | 7% | 4%
COc1ccc(Cl)cc1NC(=O)c1cc(C)no1 | -13% | 8% | ·
NC(=O)C1(N2CCCCC2)CCN(C(=O)Nc2ccc(C(F)(F)F)cc2)CC1 | -3% | · | 4%
CCOC(=O)c1sc2nc(C3CC3)cc(-c3ccc(OC)cc3)c2c1N | -3% | -11% | -4%
COC(=O)COc1cccc(/C=N/NC(=O)CCSc2ccccc2)c1 | -10% | -1% | 3%
Cc1ccc(C)c(NC(=S)N2CCC(NC(=O)C3CCCCC3)CC2)c1 | 5% | -20% | -9%
Cc1ccccc1-c1ccnc2[nH]n(-c3ccccc3)c(=O)c12 | 15%&-27% | -16% | 6%
CCC(=O)Nc1ccc(NC(=O)C23CC4CC(CC(C4)C2)C3)cn1 | 1% | 3% | 4%
Cc1ccccc1S(=O)Cc1ccc(C(=O)N2CCN(c3cccc(C)c3C)CC2)o1 (stereo not given) | -12% | · | 5%
O=C(CN1CCC(O)(c2ccc3c(c2)OCO3)CC1)OC1CCCCC1 | -1% | 0% | 5%
Cc1ccc(-n2ccnc(NCCc3ccc(S(N)(=O)=O)cc3)c2=O)c(C)c1 | 21% | · | 8%
COc1ccc(NC(=O)Cn2cnc3c(nc4n3CCCCC4)c2=O)c(OC)c1 | -1% | · | 4%
O=C(NCC(=O)N1CCN(c2ccccc2)CC1)c1ccccc1 | -11% | -6% | ·
Cc1ccc(S(=O)(=O)Nc2c(C(=O)O)[nH]c3ccccc23)cc1C | -16% | 4% | 7%
CCOc1ccc(C(=O)NC(=S)Nc2ccccn2)cc1[N+](=O)[O-] | -7% | 5% | 7%
Cc1ccc(S(=O)(=O)N2CCCCC2C(=O)N2CCN(c3ccccc3F)CC2)cc1 (stereo not given) | -3% | -5% | 2%
Cc1ccc(SCC(=O)NNC(=O)CCS(=O)(=O)c2ccccc2)cc1 | 0% | · | 1%
CCOC(=O)c1ccccc1NC(=O)COC(=O)c1ccccc1C(=O)N(C)c1ccccc1 | -6% | -5% | ·
